CHOP UPR activ = activators of apoptotic arm of unfolded protein response (CHOP); CHO-CHOP luciferase reporter, UPR activation, luminescence; percent of tunicamycin response over DMSO baseline; activation, % at 10 µM; 330,000 tested, 0.34% active; AID 449763;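 active = at 10 µM dose, activation of 40% or more, normalized to positive control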;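 note: 100% = tunicamycin at 10 µg/mL and 0% = DMSO alone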
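Assay system: CHO-CHOP cells, stable luciferase reporter of PERK-eIF2a-CHOP signalling / Buffer or medium: F12 plus 10% serum / Compound dosing: one dose, 10 µM in 0.5% DMSO / Times: 6 h compound treatment, 37 °C / Technique: luciferase luminescence / Read-out: % reporter activation, DMSO baseline versus tunicamycin full activation / Benchmarks: tunicamycin and DMSO controls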
CXCR6 inh = inhibitors of human CXCR6 receptor. 360,000 tested, 0.36% active. inhibition, % at 20 µM. CHO-K1 PathHunter CXCR6 beta-arrestin, luminescence. O00574; in the data active = inhibition above about 34%, passing the limit was not always enough;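 note: antagonist mode with CXCL16 agonist at 10 nM final; 0% = 10 nM CXCL16 with DMSO and 100% = unstimulated wells without agonist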
Target sequence (O00574 whole entry, looked up): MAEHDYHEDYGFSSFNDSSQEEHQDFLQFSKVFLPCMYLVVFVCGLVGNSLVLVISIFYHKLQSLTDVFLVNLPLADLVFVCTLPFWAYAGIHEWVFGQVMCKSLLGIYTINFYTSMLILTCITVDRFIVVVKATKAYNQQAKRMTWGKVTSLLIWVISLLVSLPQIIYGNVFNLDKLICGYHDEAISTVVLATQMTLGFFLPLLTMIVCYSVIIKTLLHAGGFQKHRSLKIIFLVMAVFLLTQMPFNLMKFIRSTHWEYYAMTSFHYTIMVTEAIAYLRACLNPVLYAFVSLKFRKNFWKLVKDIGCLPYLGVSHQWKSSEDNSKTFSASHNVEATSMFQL
Jurkat NFkB inh = lowers PMA/ionomycin-induced NF-kB signal in Jurkat cells; PMA/ionomycin-induced NF-kB luciferase reporter, luminescence; inhibition, % at 4 µM; 330,000 tested, 0.53% active; AID 435003; in the data active = inhibition above about 50%
EBI2 block = antagonists of human EBI2 receptor; 360,000 tested, 0.81% active; EBI2 beta-arrestin recruitment, luminescence, 7a,25-OHC stimulated; inhibition, % at 5 µM; in the data active = inhibition above about 38%;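 note: enzyme fragment complementation signal reports receptor beta-arrestin coupling in cells; 0% = agonist plus DMSO wells and 100% = wells without agonist; some results beyond the cut were filed as inactive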
Target sequence (P32249 whole entry, looked up, the tested form may be a part): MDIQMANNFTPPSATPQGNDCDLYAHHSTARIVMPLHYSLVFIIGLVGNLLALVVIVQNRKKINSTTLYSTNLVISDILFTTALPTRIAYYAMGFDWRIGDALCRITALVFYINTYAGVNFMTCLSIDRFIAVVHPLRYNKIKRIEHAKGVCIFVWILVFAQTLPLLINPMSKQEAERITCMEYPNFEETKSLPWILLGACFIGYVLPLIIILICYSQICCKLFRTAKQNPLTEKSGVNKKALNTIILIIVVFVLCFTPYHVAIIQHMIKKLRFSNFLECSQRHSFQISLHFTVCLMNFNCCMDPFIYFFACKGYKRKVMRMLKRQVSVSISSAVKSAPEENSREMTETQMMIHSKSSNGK
Mdm2 MdmX PPI = disrupts the human Mdm2-MdmX interaction; SaOS-2 split-luciferase Mdm2/MdmX complementation, luminescence; inhibition, % at 8 µM; 330,000 tested, 3% active;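 active = inhibition of at least 50% at 8 µM in the primary screen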
Gli-Sufu antag = antagonists of Gli-Sufu signaling; Sufu-KO-LIGHT fibroblasts, Gli luciferase reporter luminescence; inhibition, % at 5 µM; 340,000 tested, 0.74% active;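 active = inhibition above about 55%, limit read from the data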;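 note: 0% = DMSO-treated cells and 100% = wells with medium but no cells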
CCR6 antag = blocks CCL20-driven beta-arrestin recruitment at human CCR6; inhibition, % at 20 µM; P51684; CHO-K1 CCR6 PathHunter beta-arrestin, luminescence, CCL20-stimulated; 340,000 tested, 0.49% active;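 active = compounds whose inhibition of the agonist-driven luminescence signal at 20 µM reaches about 50%, limit read from the data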;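 note: cells stimulated with CCL20 at 14 nM final; plate controls were DMSO with CCL20 for no effect and DMSO without agonist for full effect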
Target sequence (P51684 whole entry, looked up): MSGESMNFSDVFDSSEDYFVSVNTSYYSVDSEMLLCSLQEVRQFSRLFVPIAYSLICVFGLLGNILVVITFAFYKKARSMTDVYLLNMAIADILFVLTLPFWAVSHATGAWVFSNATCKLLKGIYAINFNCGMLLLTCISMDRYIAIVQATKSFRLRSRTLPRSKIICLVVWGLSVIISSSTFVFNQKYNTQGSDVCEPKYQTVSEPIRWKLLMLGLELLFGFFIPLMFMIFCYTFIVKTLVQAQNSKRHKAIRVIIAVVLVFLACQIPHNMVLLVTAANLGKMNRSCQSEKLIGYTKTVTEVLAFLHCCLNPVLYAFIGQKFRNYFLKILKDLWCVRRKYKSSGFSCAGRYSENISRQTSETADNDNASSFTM
697 NFkB inh = lowers PMA/ionomycin-induced NF-kB signal in 697 B cells | 697 B-cell NF-kB luciferase reporter, 16 h | inhibition, % at 4 µM | 330,000 tested, 0.33% active; in the data active = inhibition above about 35%
XBP1 UPR activ = adaptive UPR (XBP1) activation. CHO-XBP1 luciferase reporter, IRE1-XBP1 UPR activation, luminescence; percent of tunicamycin response, DMSO as zero. activation, % at 20 µM. 330,000 tested, 0.33% active. AID 463104;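 active = versus positive control, 20 µM dose yields 30% or more activation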;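 note: 100% = tunicamycin at 10 µg/mL and 0% = DMSO only wells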
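Test system: CHO-XBP1 luciferase reporter cells | Buffer or medium: Serum-containing F12 medium, 10% FBS | Schedule: 6 h compound exposure at 37 °C, 5% CO2 | Detection: Steady-Glo luciferase glow luminescence, 10 min after reagent addition | Read-out basis: Activation, % of tunicamycin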
Active calls of the source: *; . = no result given.

Order of values: CHOP UPR activ, CXCR6 inh, Jurkat NFkB inh, EBI2 block, Mdm2 MdmX PPI, Gli-Sufu antag, CCR6 antag, 697 NFkB inh, XBP1 UPR activ
> COc1cccc(OCCNc2ccc([N+](=O)[O-])cn2)c1
    2.2, 2.9, 10.3, 6.8, -15.9, -17.5, 15.4, 13.7, 0.6
> CN(CC(=O)Nc1ccc(F)c(F)c1F)C(=O)C1CCCCC1
    0.8, 4.1, 1.2, -3.5, -0.7, 7.8, -4.4, 7.1, -1.9
> CCn1c(SCC(=O)NCC2CCCO2)nnc1-c1c[nH]c2ccccc12 (stereo unspecified)
    3.9, 1.6, -12.5, -7.5, -8.2, 4.7, 12.3, 24.4, 1.5
> Cc1ccc(-c2c3c(=O)n(C)c(=O)n(C)c3cn2-c2ccccc2O)cc1
    -0.4, 0.1, -5.4, 8.6, -13.0, -16.2, 5.1, 4.8, 0.8
> COc1ccc(C(O)CNc2ccc(C)cc2)cc1 (stereo unspecified)
    0.1, 0.9, -16.5, 66.4*, -8.2, -3.8, 15.5, -18.0, -0.1
> O=C(O)COc1ccc2occ(C(=O)c3ccccc3)c2c1
    6.9, -2.7, -0.7, -0.9, -27.3, -8.6, -6.5, 2.7, -3.2
> C=CC[C@@H](CC(=O)NCCO)C(=O)N[C@H](C)COC(=O)[C@@H](CC=C)Cc1ccc(F)cc1
    0.7, -6.1, -7.6, 5.1, 21.9, 41.6, 4.4, -8.0, 3.0
> CC(CNC(=O)c1ccco1)NC(=O)c1ccco1 (stereo unspecified)
    0.7, -10.9, 12.7, 2.5, -2.9, -12.4, 12.2, 11.1, -0.6
> O=C(C1=C[C@@H](c2ccc(C(F)(F)F)cc2)C[C@@H](OCCCCO)O1)N1CCOCC1
    1.2, -7.0, -6.1, 5.7, 9.9, -2.9, 2.3, 1.7, -1.2
> O=C(c1ccccc1)N(Cc1ccccc1)c1ccccn1
    -0.5, 0.5, -7.9, 1.4, 0.1, -16.0, -13.9, 2.5, -0.2
> CN(C)CC(C)(C)CNS(=O)(=O)c1ccc(Cl)cc1
    -0.5, -8.1, -3.9, -4.7, -0.4, 9.6, 1.4, 13.3, -2.3
> COc1ccccc1CN(Cc1cccnc1)S(=O)(=O)c1ccc(-n2cnnn2)c(OC)c1
    0.4, 0.7, 18.0, 6.2, -2.2, -12.0, 10.6, -8.6, 3.6
> O=C(c1ccc(Br)s1)N1CCN(Cc2ccc3c(c2)OCO3)CC1
    -0.8, -7.7, -3.9, 10.8, 9.8, 0.2, -7.2, -25.0, -3.0
> O=C(Nc1ccc(N2CCOCC2)cc1)c1ccc(S(=O)(=O)NCc2ccco2)cc1
    -0.3, 7.3, -8.3, -13.1, 25.5, -4.4, 7.6, -4.3, 0.2
> CCOC(=O)N1CCN(C(=O)CN(c2cccc(C)c2)S(=O)(=O)c2ccccc2)CC1
    1.7, -2.9, -3.9, 1.2, -10.5, 0.2, -2.5, -15.2, -1.4
> O=C(c1c[nH]c(C(=O)N2CCN(c3ccccc3F)CC2)c1)c1cccc(Cl)c1Cl
    ., 8.8, ., 6.9, ., 7.3, 14.7, ., .
> Cc1sc2ncn(CC(=O)OC(C)C(=O)NC(C)(C)C)c(=O)c2c1C (stereo unspecified)
    -0.8, 5.6, -1.3, -7.3, 7.4, 8.2, 1.2, 7.3, -1.3
> COC(=O)CSc1nc(NC#N)nc(NC(C)(C)C)n1
    -0.7, -2.4, 6.5, -6.0, 23.6, 7.5, 2.5, 8.8, -2.0
> O=C(CN1CCCC1)Nc1ccc(S(=O)(=O)N2CCCCC2)cc1
    1.1, -1.9, -7.5, -0.3, 28.6, 0.9, 0.8, 14.0, -2.0
> CCOC(=O)Cc1c(C)nc2c(-c3cccc(Br)c3)c[nH]n2c1=O
    -2.3, 35.7*, -7.4, 4.8, 34.6, -36.4, 19.4, -1.9, -2.1
> Cc1ccc(NC(=O)CSc2nnc(-c3ccncc3)o2)cc1
    0.1, -3.0, 5.8, 0.8, -13.3, 0.3, -6.5, 11.4, 0.8
> CCc1ccc(/C=N/NC(=O)c2nnn(-c3nonc3N)c2CN2CCOCC2)cc1
    0.5, -16.7, -9.6, 1.0, 10.8, 7.7, -10.7, 6.6, -2.3
> CCOC(=O)c1cc(CC)sc1NC(=O)COC(=O)c1cnccn1
    3.5, 1.5, -7.6, 1.8, 5.6, -7.2, 8.8, 0.2, 0.4
> CC(C)[C@H](NC(=O)N1CC(=O)Nc2ccccc21)C(=O)N1CCC(C(=O)O)CC1
    0.3, 4.3, 13.0, -2.8, 2.9, -5.9, -22.4, -14.2, -3.6
> COc1ccc(Cn2nnnc2C(c2ccccc2Cl)N2CCN(C)CC2)cc1 (stereo unspecified)
    ., 1.4, ., 5.1, ., 6.2, 5.2, ., .
> C[C@H]1CN(S(=O)C(C)(C)C)[C@H](CCO)/C1=C\CCO (stereo partly specified)
    ., 1.7, ., -2.8, ., -9.0, -9.9, ., .
> COC(CNC(=O)c1ccc2c(=O)n(Cc3ccc4c(c3)OCO4)c(=S)[nH]c2c1)OC
    0.2, -6.4, -8.7, 9.7, 29.5, 2.7, 12.0, -24.6, 5.1
> CCOc1ccc(-n2nnc3c(=O)n(CC(=O)N4CCCc5ccccc54)cnc32)cc1
    3.3, 11.0, 16.0, 15.2, 11.6, -4.9, 16.2, 11.2, 1.8
> O=C(O)c1cc(N/N=C/c2ccc(-c3ccccc3)cc2)ccc1Cl
    ., -6.6, ., 0.2, ., -129.5, -1.5, ., .
> CC(=O)c1nc(N2C(=O)CC(Cc3cccc(C)c3)C2=O)sc1C (stereo unspecified)
    -1.3, 1.3, 7.9, 2.5, 9.8, -1.2, 5.2, 15.1, -4.0
> Cc1ccc(S(=O)(=O)CCC(=O)OCC(=O)N2CCc3ccccc32)cc1
    0.9, -2.9, 6.7, 3.0, 10.2, -5.0, 4.8, 20.8, -9.0
> Cc1ccc(N2C(=O)C(Cc3ccccc3)NC2=S)cc1 (stereo unspecified)
    0.4, 2.0, -10.6, -4.2, 6.7, 0.6, 7.5, -6.5, -2.9
> CCCCN(CCCC)C(=O)c1nsnc1-c1ccccc1O
    0.7, 9.6, 3.9, 4.7, -14.5, -1.0, 19.9, 23.9, -2.1
> Nc1nc(Nc2cccc(Cl)c2)nc(NCc2ccco2)c1[N+](=O)[O-]
    5.8, -7.9, -68.7, 11.6, 29.6, 11.4, 19.6, -90.6, 7.8
> CNC(=O)NC(=O)COC(=O)c1cccc(S(=O)(=O)N2CC3(C)CC2CC(C)(C)C3)c1 (stereo unspecified)
    -0.1, 6.8, 8.0, 4.0, -2.2, -3.8, 9.6, 1.0, -3.3
> C[C@H](NC(=O)Nc1ccc2c(c1)OCCO2)C(=O)O
    -1.7, -10.2, -7.5, -0.8, 23.9, 1.6, -9.8, 4.7, -1.0
> COc1ccc(Cl)cc1Nc1ncnc2sc(C)c(S(=O)(=O)N3CCC(C)CC3)c12
    -0.9, -2.7, -2.2, 8.4, 30.3, 17.3, 26.3, 5.6, -2.5
> CC(C)CC(=O)N1CCN(c2ccc([N+](=O)[O-])c(NCc3ccccc3)c2)CC1
    -1.7, 9.8, 9.5, 18.4, 28.3, 13.4, 23.7, 3.6, 0.3
> CCN=C1SC(CC(=O)NC2CCCCC2)C(=O)N1CC (stereo unspecified)
    -0.3, 1.1, 7.5, 1.3, 4.1, -1.2, -2.5, 16.9, 0.8
> Cc1ccccc1OCC(=O)NNC(=O)CCc1ccccc1
    -0.2, -11.5, -1.0, 12.9, -16.4, 0.1, -1.9, -9.4, 4.2
> CSc1nsc(SCC(=O)Nc2ccc(C(N)=O)cc2)n1
    0.4, -5.4, -3.4, -9.2, 42.4, -45.6, 5.6, 11.4, -2.6
> O=C(CCC1CCCCC1)Nc1cccc(C(=O)Nc2ccc(C(=O)O)cc2)c1
    ., -3.2, ., -3.9, ., -14.4, -5.9, ., .
> O=C(CSc1nnc(-c2cccnc2)n1Cc1ccco1)N1c2ccccc2Sc2ccccc21
    0.9, 5.6, -5.0, 2.6, 12.0, 8.3, 13.6, -10.0, 0.6
> COc1ccc(CCC(=O)Nc2ccc(Br)cn2)cc1
    2.1, 3.4, 2.9, 29.0, 1.2, -5.6, 6.8, 15.9, 1.6
> CN(C)c1ccnc(SCc2ccccc2Cl)c1C#N
    2.2, 5.3, -16.6, 8.9, 9.7, -3.1, 13.8, -30.1, 4.6
> CCCSc1sc(C(=O)OC)c(-c2cccs2)c1C#N
    -2.8, ., -2.5, ., 25.7, -0.9, 19.4, 11.1, -2.4
> COc1ccc(N(CC(=O)Nc2c(C)n(C)n(-c3ccccc3)c2=O)S(=O)(=O)c2ccc(C)cc2)cc1OC
    1.0, 2.0, 1.5, 2.7, 1.2, -9.6, 5.0, 11.1, 5.7
> Cc1c(OC(C)C(=O)NCc2ccncc2)ccc2c3c(c(=O)oc12)CCC3 (stereo unspecified)
    0.8, -7.4, -5.6, 3.8, 4.0, 11.9, 12.1, 5.5, -4.0
> O=C(O)c1ccc(S(=O)(=O)/N=C2\C=C(Nc3ccccc3F)C(=O)c3ccccc32)cc1
    18.8, 21.5, -56.5, -10.2, 72.3*, -15.3, 42.4, -70.7, 5.8
> COc1ccc(CN2CCC(n3nccc3NC(=O)C3CC3)CC2)c(OC)c1OC
    3.6, 2.0, -1.9, -7.8, 6.0, 5.7, 5.7, -3.3, -6.0
> Cc1cc(C)nc(SCc2nc3nc(C)cc(C)n3c2Br)n1
    -1.9, -4.5, 0.5, -4.4, 17.2, 4.7, 2.1, 12.0, -1.3
> CC(=O)N1CCN(CC(=O)Nc2ccc([N+](=O)[O-])cc2Br)CC1
    -0.2, 1.7, -8.0, -7.5, 6.0, 9.7, 0.9, 15.8, -2.6
> COc1cccc(NC(=O)c2ccc[n+](C)c2)c1
    -0.5, 6.4, -28.0, -3.5, 8.9, -0.9, -2.6, -6.7, -1.4
> O=C(Nc1ccc2c(c1)OCO2)C1CC(c2ccc(Cl)cc2)=NO1 (stereo unspecified)
    -0.6, -2.7, -0.5, -6.4, -0.1, 3.9, -8.4, -4.1, 1.3
> COC(=O)c1c(SCc2ccc(C#N)cc2)nc(=O)[nH]c1C
    -1.3, -0.5, -19.6, 13.1, -6.7, 7.5, 5.4, -23.5, -3.2
> O=c1[nH]nc(Cc2ccc(-c3ccc(Cl)cc3)o2)c2ccccc12
    1.5, -5.3, 6.6, 3.2, 21.5, 9.5, 10.4, -14.4, 0.0
> COc1cc(C(=O)CCc2ccc3c(c2)OCO3)cc(OC)c1OC
    ., 6.7, ., 7.3, ., -1.6, 16.1, ., .
> Cc1nc(NC(=O)CSc2nnnn2Cc2ccccc2)sc1C
    -0.5, -11.2, -6.2, 4.3, 6.0, -5.3, 85.8*, 12.9, -1.4

3 entries from above, sorted by the value under EBI2 block, lowest first.
| smiles | CXCR6 inh | Jurkat NFkB inh | EBI2 block | Mdm2 MdmX PPI | CCR6 antag | 697 NFkB inh | XBP1 UPR activ |
| --- | --- | --- | --- | --- | --- | --- | --- |
| CCc1ccc(/C=N/NC(=O)c2nnn(-c3nonc3N)c2CN2CCOCC2)cc1 | -16.7 | -9.6 | 1.0 | 10.8 | -10.7 | 6.6 | -2.3 |
| COC(CNC(=O)c1ccc2c(=O)n(Cc3ccc4c(c3)OCO4)c(=S)[nH]c2c1)OC | -6.4 | -8.7 | 9.7 | 29.5 | 12.0 | -24.6 | 5.1 |
| O=C(c1ccc(Br)s1)N1CCN(Cc2ccc3c(c2)OCO3)CC1 | -7.7 | -3.9 | 10.8 | 9.8 | -7.2 | -25.0 | -3.0 |

Screens: PubChem, Sanford-Burnham Center for Chemical Genomics
